Assay outcomes (PubChem)
EBV gp42 inh – EBV gp42 inhibition. AID 1085. actives 0.42% (n = 220,000). Fluorescence polarization binding assay, mP read-out. inhibition, % (tested at 21.74 µM); in the data active means inhibition above about 50%
Runt-SMMHC FRET – inhibitors of human RUNX1 Runt domain binding to CBFb-SMMHC; actives 0.74% (n = 220,000); inhibition, % at 20 µM; Cerulean-Runt/Venus-CBFb-SMMHC FRET ratio 530/480, 1 h;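 active means mean inhibition across duplicate retests at 20 µM reaching about 50%, limit read from the data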;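 further: 0% = DMSO wells and 100% = wells with excess untagged CBFb-SMMHC; inhibitors lower the FRET ratio by blocking Runt binding to CBFb-SMMHC; some results filed as inactive read as strong as hits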
Target sequence (Q01196 whole entry, looked up, the tested form may be a part): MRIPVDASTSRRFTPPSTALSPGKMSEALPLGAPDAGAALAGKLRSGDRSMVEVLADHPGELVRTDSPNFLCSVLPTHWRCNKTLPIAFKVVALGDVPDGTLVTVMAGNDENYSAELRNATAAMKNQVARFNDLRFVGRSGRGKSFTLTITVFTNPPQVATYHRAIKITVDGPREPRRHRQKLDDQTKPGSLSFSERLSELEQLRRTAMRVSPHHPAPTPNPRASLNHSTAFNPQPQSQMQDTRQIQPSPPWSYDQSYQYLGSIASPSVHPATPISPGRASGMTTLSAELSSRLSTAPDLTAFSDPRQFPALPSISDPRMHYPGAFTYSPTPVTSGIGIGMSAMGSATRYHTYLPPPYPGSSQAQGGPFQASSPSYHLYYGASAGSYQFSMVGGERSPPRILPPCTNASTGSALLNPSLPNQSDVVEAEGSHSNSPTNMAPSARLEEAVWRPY
Target sequence (Q13951 whole entry, looked up, the tested form may be a part): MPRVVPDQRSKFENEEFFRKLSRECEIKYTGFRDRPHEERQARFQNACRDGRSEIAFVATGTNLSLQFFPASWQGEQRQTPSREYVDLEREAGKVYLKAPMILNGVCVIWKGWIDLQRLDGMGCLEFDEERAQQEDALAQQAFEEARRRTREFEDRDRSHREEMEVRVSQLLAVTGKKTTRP
p47phox inh – blocks human p47phox regulatory protein of NADPH oxidases; actives 0.53% (n = 220,000); inhibition, % at 24.7 µM; P14598; p47phox/p22phox peptide binding, fluorescence polarization, 2 h; AID 1274;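 active means inhibition above about 30%, limit read from the data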;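 further: 0% = p47phox with labelled peptide and 100% = labelled peptide alone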
Target sequence (P14598 whole entry, looked up): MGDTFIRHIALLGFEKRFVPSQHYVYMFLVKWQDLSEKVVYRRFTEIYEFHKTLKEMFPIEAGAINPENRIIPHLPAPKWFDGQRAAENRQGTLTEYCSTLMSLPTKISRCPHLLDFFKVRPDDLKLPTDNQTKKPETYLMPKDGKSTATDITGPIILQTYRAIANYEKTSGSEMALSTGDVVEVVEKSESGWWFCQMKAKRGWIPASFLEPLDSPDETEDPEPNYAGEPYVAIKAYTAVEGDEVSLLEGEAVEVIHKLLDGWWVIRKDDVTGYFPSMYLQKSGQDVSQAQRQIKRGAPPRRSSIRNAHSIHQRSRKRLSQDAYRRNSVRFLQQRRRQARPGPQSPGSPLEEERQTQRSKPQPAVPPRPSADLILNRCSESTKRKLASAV
Tb hexokinase – T. brucei hexokinase 1 inhibition; actives 0.11% (n = 220,000); recombinant TbHK1, G6PDH-coupled NADH A340; inhibition, % at 10 µM;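 active means inhibition of 50% or more in the single-dose primary screen; inactive means inhibition below 50%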
14-3-3 Bad PPI – disrupts binding of bovine 14-3-3 zeta to phospho-Bad peptide; actives 0.71% (n = 220,000); TR-FRET 14-3-3zeta/Dy647-pBad peptide displacement, 1 h; inhibition, % at 21.7 µM; AID 781; P63103;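 active means inhibition above about 70%, limit read from the data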;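 further: 0% = full 14-3-3 plus peptide FRET controls and 100% = background without 14-3-3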
Hck Nef HTS – blocks Nef-activated human Hck kinase; Recombinant Hck-YEEI plus Nef, Z-Lyte FRET kinase assay; inhibition, % at 20 µM; actives 0.68% (n = 220,000);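 active means Hck-Nef kinase inhibition above about 50%, limit read from the data; inactive means inhibition below that limit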;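 further: 0% = DMSO with Hck plus Nef and 100% = Hck alone without Nef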
MDM2 E3 inh – blocks human Mdm2 ubiquitin ligase activity | Q00987 | cell-based MDM2 ubiquitination luciferase reporter, 2 h; 0 = plate control, 100 = twice control, blank-subtracted | signal enhancement, % at 5 µM | actives 0.11% (n = 210,000);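 active means signal enhancement of 30% or more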;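 further: luminescence tracks abundance of the self-degrading MDM2-luciferase fusion protein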
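Test system: stable mammalian line carrying autodegrading MDM2–luciferase fusion reporter; quantity: 2000 cells in each well; times: 4 h cell settling then 2 h compound exposure, 37 °C; detection: luminescence with SteadyLite reagent, 15 min at room temperature; evaluation: percent signal gain over controls, blank-subtracted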
L929 necroptosis – L929 zVAD cell death inhibition; L929 zVAD necroptosis rescue, ATP luminescence, 24 h; with zVAD 60 µM; viability rescue, % at 10 µM; actives 0.38% (n = 220,000); AID 1377;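 active means activation, scaled between plate controls, above about 75%, limit read from the data; inactive means activation under that limit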;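 further: 0% = zVAD with DMSO and 100% = DMSO alone without zVAD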
Runt-CBFb FRET – blocks binding of human RUNX1 Runt domain to CBFb | Q01196+Q13951 | Cerulean-Runt/Venus-CBFb FRET ratio 530/480, 1 h | inhibition, % at 20 µM | actives 0.46% (n = 220,000);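 active means inhibition over about 50% at 20 µM in the single-dose screen, limit read from the data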;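 further: 0% = DMSO wells and 100% = excess unlabeled CBFb competitor control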
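Assay system: Cerulean-Runt domain fusion protein, energy donor; Signal: fluorescence energy transfer, 422 nm excitation, 530/480 nm emission; Timing: 1 h compound exposure, room temperature; Control set: unlabeled CBFb; Medium: Tris buffer pH 7.5 with salts and BSA; Compound: single test concentration of 20 µM, 1% DMSO final; Probe or stimulus: Venus-CBFb 100 nM.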
Starred values were filed as active, the others as inactive; x = no result given; [ ] = dose if it differs, or a comment.

The first six compounds, to show the layout:
SMILES	EBV gp42 inh	Runt-SMMHC FRET	p47phox inh	Tb hexokinase	14-3-3 Bad PPI	Hck Nef HTS	MDM2 E3 inh	L929 necroptosis	Runt-CBFb FRET
Cc1cc(Nc2ccc(Br)cc2)n2nc(C)nc2n1	-23	-6	-6	-2	66	3	-7	-1.1	-2
CN1CCC(N(C)CC(=O)Nc2ccc3c(c2)OC(F)(F)O3)CC1	-4	-5	3	0	45	19	-5	-0.1	0
CC(=O)Oc1cccc(/C=C2\C=C(c3ccc(C)cc3)OC2=O)c1	-31	-45	-11	-1	13	-2	-39	1.0	-23
CCC(C)NC(=O)c1cnn2c1NC(c1cccs1)CC2C(F)(F)F (centres undefined)	-6	4	-8	32	-3	-10	-9	-0.5	0
Clc1cc2nc3ccccn3c2cc1Cl	-13	-1	-2	-9	3	2	-5	0.5	-2
CN(C)S(=O)(=O)c1cccc(NC(=O)Cc2ccc(Cl)cc2)c1	-8	-52	-7	21	-4	2	-6	6.9	-2

This part in full (from the top)
SMILES	EBV gp42 inh	Runt-SMMHC FRET	p47phox inh	Tb hexokinase	14-3-3 Bad PPI	Hck Nef HTS	MDM2 E3 inh	L929 necroptosis	Runt-CBFb FRET
Cc1cc(Nc2ccc(Br)cc2)n2nc(C)nc2n1	-23	-6	-6	-2	66	3	-7	-1.1	-2
CN1CCC(N(C)CC(=O)Nc2ccc3c(c2)OC(F)(F)O3)CC1	-4	-5	3	0	45	19	-5	-0.1	0
CC(=O)Oc1cccc(/C=C2\C=C(c3ccc(C)cc3)OC2=O)c1	-31	-45	-11	-1	13	-2	-39	1.0	-23
CCC(C)NC(=O)c1cnn2c1NC(c1cccs1)CC2C(F)(F)F (centres undefined)	-6	4	-8	32	-3	-10	-9	-0.5	0
Clc1cc2nc3ccccn3c2cc1Cl	-13	-1	-2	-9	3	2	-5	0.5	-2
CN(C)S(=O)(=O)c1cccc(NC(=O)Cc2ccc(Cl)cc2)c1	-8	-52	-7	21	-4	2	-6	6.9	-2
CCOc1ccc2ccccc2c1C(=O)N[C@@H]1C(=O)N2[C@@H]1SC(C)(C)[C@@H]2C(=O)O	-9	0	-2	x	4	x	x	x	-2
COc1ccc(N2C(=O)C3C(C2=O)C(C(=O)c2ccccc2)N2CCCC32)cc1 (centres undefined)	-4	-3	-9	-11	-6	28	x	-0.5	0
COC(=O)c1ccc(COC(=O)CCS(=O)(=O)c2ccc(C)cc2)cc1	-12	-4	-6	-1	-2	3	5	1.5	-3
O=C(Nc1ccc(Nc2ccccc2)cc1)Nc1ccccc1Cl	0	5	-14	1	-14	-1	-4	6.5	0
Cc1ccccc1Nc1nnc(SCC2CCCCO2)s1 (centres undefined)	-9	-2	-11	-3	-10	5	-14	x	-3
O=c1ccc(Br)c[nH]1	-8	-3	-9	7	0	0	-14	1.3	1
O=C(NCc1ccco1)c1ccc(CN2CCOCC2)cc1	-7	-6	3	-3	-14	0	-12	0.6	-3
O=C(c1cnn2c(C(F)F)cc(-c3ccccc3)nc12)N1CCSCC1	-1	6	-13	-3	-9[fluorescence artefact?]	22	16	1.0	-2
CC(C)(C)[C@H]1C=C(C(=O)N2CCN(Cc3ccc4c(c3)OCO4)CC2)O[C@@H](OCc2ccc(CO)cc2)C1	0	-6	16	-11	2	-3	x	-1.1	-4
COCC(C)n1c(C)cc(C(=O)COC(=O)c2n[nH]c3ccccc23)c1C (centres undefined)	-25	-2	-6	-7	9	3	-46	0.7	-1
CC(C)CC(=O)Nc1nnc(CSCc2ccc(F)cc2)s1	-8	-2	-12	-15	-9	5	-16	0.7	-1
CCOC(=O)c1csc(-c2ccc3c(c2)CCO3)n1	-13	-1	-13	-13	6	7	-24	0.3	-2
O=C(COC(=O)/C=C/C(=O)N1CCN(c2ccccc2)CC1)NC(c1ccccc1)c1ccccc1	-11	-1	-13	-1	-2	-14	-5	-0.2	-5
COc1ccc(/C=C2\SC(=O)N(CCNC(=O)C3CCN(S(=O)(=O)c4cccs4)CC3)C2=O)cc1	-25	-1	-7	17	-12[fluorescence artefact?]	1	-8	0.4	-2
O=C(COc1ccc(Cl)cc1)Nc1nnc(-c2ccco2)o1	1	0	4	-6	46	17	-9	0.7	2
Cc1ccc(-n2c(C)cc(/C=C(\C#N)C(=O)NCC3CCCO3)c2C)cc1 (centres undefined)	-6	4	-5	-30	-18	3	-21	-0.1	-3
COc1cc(OC)cc(C(=O)OCC(=O)Nc2sccc2C(N)=O)c1	-3	-7	-13	-6	-4	23	-10	5.2	-2
COc1ccccc1OCC(=O)NNc1c2ccccc2nc2ccccc12	-2	8	-8	-2	-7	-3	-10	4.7	21
c1ccc(CSc2nnc(-c3c[nH]c4ccccc34)o2)cc1	-8	-8	-8	0	-4	1	-10	2.5	-5

A draw from above in order of heavy-atom count, ascending:
SMILES	EBV gp42 inh	Runt-SMMHC FRET	p47phox inh	Tb hexokinase	14-3-3 Bad PPI	Hck Nef HTS	MDM2 E3 inh	L929 necroptosis	Runt-CBFb FRET
Cc1ccccc1Nc1nnc(SCC2CCCCO2)s1 (centres undefined)	-9	-2	-11	-3	-10	5	-14	x	-3
Cc1ccc(-n2c(C)cc(/C=C(\C#N)C(=O)NCC3CCCO3)c2C)cc1 (centres undefined)	-6	4	-5	-30	-18	3	-21	-0.1	-3
COc1ccccc1OCC(=O)NNc1c2ccccc2nc2ccccc12	-2	8	-8	-2	-7	-3	-10	4.7	21

Continuation:
SMILES	EBV gp42 inh	Runt-SMMHC FRET	p47phox inh	Tb hexokinase	14-3-3 Bad PPI	Hck Nef HTS	MDM2 E3 inh	L929 necroptosis	Runt-CBFb FRET
O=C(CN1C(=O)C2C3c4ccccc4C(c4ccccc43)C2C1=O)Nc1cccc(C(=O)O)c1 (centres undefined)	-21	-1	-6	4	7	4	-2	1.3	-1
Cc1ccc(C(=O)N/N=C/c2ccc([N+](=O)[O-])s2)cc1	10	-16	5	1	8[fluorescence artefact?]	-2	-8	25	-5
Nc1ccc(SC(F)(F)F)cc1	-8	3	-6	4	-2	-12	3	0.6	3
CC(=O)OCC1OC(OC(C)=O)C(NC(=O)Cc2ccccc2)C(OC(C)=O)C1OC(C)=O (centres undefined)	7	-5	9	-1	-3	22	6	-0.1	1
CCCCN(C(=O)Nc1ccc(OCC)cc1)C1CCN(C(C)=O)CC1	-16	-1	-16	5	-8[fluorescence artefact?]	-1	-7	-0.4	-1
N#CCCn1cc(/C=N/O)c(-c2ccccc2)n1	1	-3	-12	-2	3	0	-9	-0.1	0
CCN1CCN(CC(O)COCCOc2ccc(Br)cc2)CC1 (centres undefined)	2	-1	-3	0	36	0	0	-0.4	-1
O=C(c1cccnc1)C1CCCN(Cc2nc(Cc3ccccc3)no2)C1 (centres undefined)	-11	-5	-11	0	-10	-4	-4	1.9	-1
O=C(CN1C(=O)CC(c2ccccc2)Sc2ccccc21)NCC1CCCO1 (centres undefined)	-21	2	8	12	-11	25	-8	0.5	1
O=C1NC2(CCCC2)Oc2ccccc21	2	4	-15	-5	-16	24	-26	9.2	1
Cc1cc(NC(=O)c2cccc(COc3ccc(Br)cc3)c2)no1	-4	-3	-14	3	-8	17	6	0.8	1
Cc1ccc(S(=O)(=O)N=S(CCO)CCO)cc1	0	-1	11	-9	15	3	-25	x	-1
COc1ccc(CCN2CC(C(=O)NCc3ccco3)CC2=O)cc1OC (centres undefined)	7	-2	0	-6	7	8	-3	0.7	3
Cc1nc(Nc2ccc(S(=O)(=O)N3CCCC3)cc2)c2nnn(Cc3ccccc3)c2n1	-1	-1	0	-21	6[fluorescence artefact?]	3	-17	0.2	-4
Cc1cccc(Nc2nc(N)c([N+](=O)[O-])c(N3CCCC(C)C3)n2)c1 (centres undefined)	-4	0	1	-5	5	0	-4	1.6	-7
Cc1ccc(-c2nnn(CC(=O)N(c3cnc4ccccc4c3)C(C(=O)NC3CCCC3)c3ccncc3)n2)o1 (centres undefined)	-17	3	25	-7	38	0	-9	0.5	0
CCC(=O)OCC(=O)Nc1cc(C)c(C)cc1[N+](=O)[O-]	-5	1	-6	-12	-5	3	-17	0.8	-1
O=S(=O)(Nc1ncccn1)c1ccc(NC(=S)NCc2cccnc2)cc1	-22	4	-2	-4	-3	19	-1	1.8	0
COc1ccc2oc3ccccc3c(=O)c2c1	-14	-3	-15	-11	-17	10	-11	6.4	0
Cc1ccc(S(=O)(=O)/C(C#N)=C/c2c(N3CC(C)OC(C)C3)nc3ccccn3c2=O)cc1 (centres undefined)	-15	-24	-11	-17	5	1	-5	0.0	-14
O=C(NCC1(c2ccccc2)CCCC1)c1ccc(Br)cc1	-5	-2	-14	5	2	2	x	2.5	-1
Cc1ccc(/C=N\NC(=O)/C(=C\Nc2nccc(C)n2)NC(=O)c2ccccc2)cc1	-14	-4	-8	-85	1	23	x	-0.1	0
COc1ccc(-n2cc(CNCc3cccnc3)c(-c3cccc(F)c3)n2)cc1	-2	-2	3	-10	-1	-2	-10	1.5	-3
CCOC(=O)C1=C(O)/C(=C/c2ccc(CNC(=O)C(=O)Nc3ccc(C)cc3)o2)N=C1C	-19	-2	-22	-27	10	-9	1	-0.2	9
CC(C)(C)c1cc(C(=O)NNC(=O)c2ccc(Cl)cc2)no1	7	0	-3	-10	1	5	-16	-0.3	0
(further entries)
SMILES	EBV gp42 inh	Runt-SMMHC FRET	p47phox inh	Tb hexokinase	14-3-3 Bad PPI	Hck Nef HTS	MDM2 E3 inh	L929 necroptosis	Runt-CBFb FRET
CCOc1ccc(-c2nc(CSCC(=O)N3CCN(C(=O)c4ccco4)CC3)c(C)o2)cc1	-15	-2	-24	-9	-5	5	0	0.8	0
COc1ccc(CCNC(=O)Cn2c(=O)[nH]c3ccsc3c2=O)cc1OC	-16	-3	-5	-4	-5	-2	4	1.6	1
Cc1cc(C(C)(C)C)ccc1OCCCCN1CCCC1	5	0	-9	12	-4	2	-4	1.3	-2
CC1(C)Cc2nc3oc4c(NCCCN5CCOCC5)ncnc4c3cc2CO1	-13	-5	3	-23	-1	4	-4	1.0	1
Cn1cnnc1SCC(=O)Nc1ccc2nc(SCc3ccccc3)sc2c1	8	-7	-9	-18	10[fluorescence artefact?]	-1	-17	0.8	2
Cn1c(=O)c2ncn(CC(=O)Nc3ccc(N4CCOCC4)cc3)c2n(C)c1=O	-6	-5	8	-1	-1	4	-10	-0.2	-1
